Bioassay records as filed in PubChem BioAssay.
Kir21 block – inhibitors of mouse Kir2.1 inward-rectifier potassium channel; B-score at 10 µM; hit rate 0.85% among 310,000; HEK293-Kir2.1, FluxOR thallium flux fluorescence; stronger effect = lower value; P35561;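 active = fluorescence ratio B-score at or below minus 3 SD of library scores, with starting-brightness B-score within 2 SD, cut at about -4.2 in these data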;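 note: channel flux triggered by added potassium and thallium sulfate stimulus; B-score of peak minus minimum fluorescence over baseline after thallium stimulus; more negative B-score means stronger Kir2.1 block with less thallium influx; some compounds called inactive have numbers as strong as hits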
Target sequence (P35561 whole entry, looked up): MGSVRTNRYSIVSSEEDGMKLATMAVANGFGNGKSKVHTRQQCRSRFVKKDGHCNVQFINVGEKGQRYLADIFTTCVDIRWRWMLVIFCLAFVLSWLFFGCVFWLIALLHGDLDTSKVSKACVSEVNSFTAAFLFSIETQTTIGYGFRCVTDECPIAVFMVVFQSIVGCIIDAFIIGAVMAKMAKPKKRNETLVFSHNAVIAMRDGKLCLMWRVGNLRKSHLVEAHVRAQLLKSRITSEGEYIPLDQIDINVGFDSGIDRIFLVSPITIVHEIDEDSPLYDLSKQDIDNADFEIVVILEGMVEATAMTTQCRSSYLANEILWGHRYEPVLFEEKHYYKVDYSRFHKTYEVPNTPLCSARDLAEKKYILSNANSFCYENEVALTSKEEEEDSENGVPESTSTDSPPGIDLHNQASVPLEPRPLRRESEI
STK33 kinase inh – inhibitors of human STK33 kinase; purified STK33, MBP phosphorylation, ADP-Glo luminescence; hit rate 0.073% among 320,000; inhibition, % at 10 µM;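 active = inhibition at or above 25%, using the most active replicate where run in duplicate; inactive = inhibition below 25%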
Target sequence (Q9BYT3 whole entry, looked up): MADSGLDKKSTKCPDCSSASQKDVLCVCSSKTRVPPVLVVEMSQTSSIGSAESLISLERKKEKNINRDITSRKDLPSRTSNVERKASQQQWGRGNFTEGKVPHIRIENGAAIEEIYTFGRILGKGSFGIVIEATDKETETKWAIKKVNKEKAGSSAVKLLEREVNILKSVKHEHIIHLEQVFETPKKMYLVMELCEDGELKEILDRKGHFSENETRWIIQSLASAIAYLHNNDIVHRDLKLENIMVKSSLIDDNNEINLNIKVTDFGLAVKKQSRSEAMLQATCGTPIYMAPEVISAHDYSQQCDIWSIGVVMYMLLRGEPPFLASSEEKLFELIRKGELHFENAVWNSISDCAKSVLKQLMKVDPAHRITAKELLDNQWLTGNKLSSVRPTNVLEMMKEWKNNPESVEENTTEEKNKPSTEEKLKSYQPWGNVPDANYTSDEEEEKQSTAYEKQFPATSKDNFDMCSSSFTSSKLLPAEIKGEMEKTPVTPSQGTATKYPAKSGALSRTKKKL
An asterisk follows results filed as active; nt = no result given. Random draw from the library; any-hit rate near 0.84%.

SMILES | Kir21 block | STK33 kinase inh
Clc1ccc(-[n+]2c(-c3cccc(Br)c3)[nH]c3nc4ccccc4nc32)cc1 | -0.46 | -1.1
CCCCOc1ccc(C(=S)N2CCC(C(N)=O)CC2)cc1 | 1.7 | -3.0
N#Cc1ccc(OCC(=O)NC(=O)NC2CCS(=O)(=O)C2)cc1 (stereo not given) | nt | -0.1
CC(=O)c1ccccc1OCC(O)CN1CCN(C(c2ccccc2)c2ccccc2)CC1 (stereo not given) | -1.6 | -0.7
CCOC(=O)C1CCCN(c2c(N3CCOCC3)c(=O)c2=O)C1 (stereo not given) | -0.78 | -1.1
COc1ccc(NS(=O)(=O)c2cccc(C(=O)NNC(=O)CNC(=O)c3ccccc3)c2)cc1 | 1.9 | -1.6
CCCc1[nH]nc2c1C1(CCOC1C)C(C#N)=C(N)O2 (stereo not given) | -0.62 | 5.3
CCOc1ccc(-n2c(SCC(=O)Nc3ccc(OC)cc3)nc3c(c2=O)SCC3)cc1 | -0.54 | 0.4
O=C(CCC(=O)Nc1cccc([N+](=O)[O-])c1)NCc1ccccc1 | -0.58 | 0.7
O=C(C[n+]1ccccc1)N/N=C/c1ccc(Cl)cc1 | nt | 0.6
COc1cc(SC)ccc1C(=O)NCCCn1ccnc1 | 0.1 | -2.0
CCOC(=O)c1cc(C)sc1NC(=S)Nc1ccccc1 | -0.37 | 0.7
COc1ccccc1CCNS(=O)(=O)c1cn(C)nc1C | -1.4 | -2.6
CN(C)S(=O)(=O)c1cccc(-c2nnc(SCCNCCO)n2-c2ccc(F)cc2)c1 | 0.67 | -1.1
O=C(N/N=C/c1cccc(OC(=O)c2ccccc2Cl)c1)c1cccnc1 | 0.53 | -1.1
O=C(c1cc2c(s1)-c1ccccc1OC2)N1CCCC1 | -1.1 | 1.4
O=C(Oc1ccc2ccc(OC(=O)N3CCCCCC3)cc2c1)N1CCCCCC1 | -0.7 | -1.0
COc1ccccc1N1CCN(CC(=O)Nc2ccc(C)c(F)c2)CC1 | -0.08 | -0.7
Cc1cc(NC2C3CC4CC(C3)CC2C4)n2nnnc2n1 (stereo not given) | 1.8 | 1.4
Cc1ccc(/C=N/NC(=O)Cn2cnc3c2c(=O)n(C)c(=O)n3C)s1 | 0.29 | -0.9
O=C(NCc1ccccc1)c1ccc2c(=O)[nH]c3c(C(=O)NCC4CCCO4)sc(=S)n3c2c1 (stereo not given) | 1.3 | 2.2
Cc1nnc(SCC(=O)c2c(N)n(C)c(=O)n(C)c2=O)n1Cc1ccccc1 | -0.25 | -1.9
O=C(NC(=S)Nc1ccc(N2CCOCC2)cc1)c1cncc(Br)c1 | -0.48 | 0.4
CC(C)CC(=O)c1c[nH]c(C(=O)NCCCn2ccnc2)c1 | -1.8 | -1.0
C=CCSc1nc(N)c(C(=O)Nc2ccccc2)cc1C#N | 0.29 | 1.6
O=C(c1ccc(Cl)c(S(=O)(=O)N2CCOCC2)c1)N1CCN(Cc2ccccc2)CC1 | 0.92 | -0.1
Cc1ccc(S(=O)(=O)N(CC(=O)N2CCCC2)C2CCCCC2)cc1 | 1.4 | -0.8
O=C(O)CCCCCN1C(=O)/C(=C\c2cn(-c3ccccc3)nc2-c2cccs2)SC1=S | -1 | -1.4
C=CCC(=O)OCCCCCCOc1ccc(C(=O)O)cc1 | 0.22 | -0.3
FC(F)(F)c1ccc(N=Cc2sc(N3CCOCC3)nc2-c2ccccc2)cc1 | 1 | -0.6
Cc1ccc(C(=O)Nc2nnc(S(=O)(=O)Nc3ccccc3C)s2)cc1C | 0.44 | -1.2
COc1ccc(N2CCN(C(=O)CCCn3c(=O)[nH]c4cc(Cl)ccc4c3=O)CC2)cc1 | 0.47 | 1.7
O=C(c1ccco1)N1CCN(C(=O)c2ccc(COc3ccc4c(c3)CCC4)o2)CC1 | -1.1 | 0.3
Cc1ncc(CN2CCCC(C(=O)Nc3ccc(-c4cccc(F)c4)cc3)C2)s1 (stereo not given) | -0.25 | -0.4
Cc1noc(NS(=O)(=O)c2ccc(N3Cc4ccccc4C3=O)cc2)c1C | 0.73 | 1.7
CCn1cc(S(=O)(=O)N2CCN(Cc3cccc(Cl)c3)CC2)cn1 | 0.87 | 6.4
O=C(Nc1cccc(O)c1)c1ccc(NC(=O)c2cccs2)cc1 | 1 | 1.2
CCCCn1nc(C(=O)Nc2cc(C(F)(F)F)ccc2N2CCOCC2)ccc1=O | nt | 0.3
Cc1cccc(C)c1-n1c(C)cc(/C=N\NC(=O)CC(=O)NC2CCCCC2)c1C | -2.9 | -0.5
Cc1cccc(S(=O)(=O)Nc2cc(Cl)ccc2N2CCOCC2)c1 | nt | -1.5
CCCCn1c(N)c(N(CCC(C)C)C(=O)CCCc2nc3ccccc3s2)c(=O)[nH]c1=O | 1.5 | 0.0
COc1cc(/C=N/NC(=O)C(=O)/C=C2\NC3(CCCC3)Cc3ccccc32)ccc1O | 2.5 | -0.9
NS(=O)(=O)c1ccc(NC(=O)CSc2nnc3n2CCCCC3)cc1 | nt | 0.1
CCN1C(=O)c2ccc(-c3nc4ccccc4c(=O)o3)cc2C1=O | 0.98 | -2.0
CC(=O)Nc1ccc(Nc2nc(-c3c(C)nc4ccccn34)cs2)cc1 | 0.86 | 3.4
Cn1c(=O)n(Cc2ccccc2)c(=O)c2c1nc(NCC1CCCO1)n2Cc1ccccc1 (stereo not given) | -0.32 | -0.1
CCOc1ccc(NC(=O)C2CCN(C(=O)C3CC(=O)N(c4ccc(C)cc4)C3)CC2)cc1 (stereo not given) | 2 | -1.3
CCc1ccc(NC(=O)CN(c2ccc(OC)cc2)S(=O)(=O)c2c(C)nn(C)c2C)cc1 | 0.02 | -2.3
O=C(CSc1nc(=O)n2cc(Cl)ccc2n1)Nc1ccc2c(c1)OCCO2 | 0.02 | -0.8
Cc1ccccc1OCCC(=O)OCC(=O)NCCc1ccc(S(N)(=O)=O)cc1 | nt | -0.6

Next part.
SMILES | Kir21 block | STK33 kinase inh
CN(c1ccc(OCC(=O)OCC(=O)Nc2ccc(F)cc2)cc1)S(=O)(=O)c1ccc(Cl)cc1 | -0.06 | -0.5
COc1ccc(NC(=O)Nc2c(SC)nsc2SC)cc1 | 0.58 | 4.1
COc1ccc(N(CC(=O)NC2CCCCCC2)S(=O)(=O)c2ccc(C)cc2)cc1OC | 2.4 | -0.2
CCNC(=O)CCCOc1ccc(Cl)cc1Cl | 3.4 | 0.3
CC(C)C(NC(=O)c1ccccc1)C(=O)N1CCCCCC1 (stereo not given) | -1.3 | 1.2
Cc1ccc(S(=O)(=O)N2CCOC2CNC(=O)C(=O)NCCN2CCOCC2)cc1 (stereo not given) | -0.82 | -0.3
C(=N\Nc1nc(-c2ccccc2)cs1)/c1ccncc1 | -0.89 | 0.9
O=C(c1cc([N+](=O)[O-])ccc1N1CCCC1)N1CCCCC1 | -0.67 | -1.1
CC(C)(C)NCC(O)COc1cccc2c1CCC(=O)N2 (stereo not given) | nt | -0.9
Cc1cc(NC(=O)CN(C)CC(=O)Nc2ccc(Cl)cc2)no1 | nt | 0.5

The last 4 compounds of the section above are carried over, then new ones follow.
SMILES | Kir21 block | STK33 kinase inh
C(=N\Nc1nc(-c2ccccc2)cs1)/c1ccncc1 | -0.89 | 0.9
O=C(c1cc([N+](=O)[O-])ccc1N1CCCC1)N1CCCCC1 | -0.67 | -1.1
CC(C)(C)NCC(O)COc1cccc2c1CCC(=O)N2 (stereo not given) | nt | -0.9
Cc1cc(NC(=O)CN(C)CC(=O)Nc2ccc(Cl)cc2)no1 | nt | 0.5
NC(=O)C1(N2CCCCC2)CCN(Cc2nc(-c3cccs3)no2)CC1 | -0.33 | -0.9
CC(/C=C/c1ccccc1)=N\Nc1nc(C)cc(C)n1 | 3.5 | 1.3
COc1cc(C(=O)NC(=S)Nc2ccc3oc(=O)ccc3c2)cc(OC)c1OC | -0.33 | 0.5
CCN(CC)c1ccc(C(=O)OCC(=O)Nc2cc3oc4ccccc4c3cc2OC)cc1 | 2.3 | 1.6
O=C(c1ccc(S(=O)(=O)NCC2CCCO2)cc1)N1CCN(c2cccc(Cl)c2)CC1 (stereo not given) | -0.04 | nt
O=C(c1cc(S(=O)(=O)N2CCN(c3ccccc3)CC2)ccc1Cl)N1CCCC(C(F)(F)F)C1 (stereo not given) | -1.1 | -1.1
CCc1cccc(C)c1NC(=O)C1CCN(c2nn3c(=O)cc(C)nc3s2)CC1 | 0.09 | -1.3
CCC1Sc2ccc(S(=O)(=O)Nc3cc(OC)cc(OC)c3)cc2NC1=O (stereo not given) | 1.6 | -0.2
CN(C)S(=O)(=O)c1ccc(C(=O)Nc2ccc(F)cc2F)cc1 | -1.3 | 0.1
COc1cccc(NC(=O)C2CCN(c3cnccn3)CC2)c1 | -0.56 | 0.0
COC(=O)c1ccc(NC(CC(C)C)C(=O)OC)c([N+](=O)[O-])c1 (stereo not given) | -1 | 0.2
Cc1nn(C)cc1/C=N/NC(=O)Cn1cncn1 | -1.1 | -1.1
O=C(c1ccc(=O)[nH]c1)N1CCCc2ccccc21 | -0.27 | -0.1
N#Cc1cccc(C(=O)N(CCc2ccccc2)Cc2cccs2)c1 | -3.1 | -0.9
O=C1C=C(NC2CCCC2)CC(c2ccccc2)C1 (stereo not given) | -0.82 | -0.2
CC(=O)N1N=C(c2ccc(C)o2)CC1c1ccc(F)cc1 (stereo not given) | 0.06 | -5.0
Cc1nc(SCC(=O)Nc2ccc(F)cc2)c2oc3ccccc3c2n1 | -2.4 | -0.9
CN(Cc1nc(-c2cccnc2)no1)S(=O)(=O)c1ccccc1 | -0.76 | 2.1
Cc1ccc(-c2noc(CSc3ccccc3)n2)cc1 | 0.01 | -0.1
O=S(=O)(c1ccc(-c2cc(C(F)(F)F)on2)s1)N1CCCC1 | -1.2 | -1.4
CCc1ccc(/C=C2\Oc3cc(OS(C)(=O)=O)ccc3C2=O)cc1 | 0.23 | nt
Cc1ccc(-n2c(CNc3ccc(F)cc3)nnc2SCC(=O)N2CCOCC2)cc1 | -1.2 | 0.4
COc1ccc(-n2c(O)c(C=Nc3ccccc3)c3ccccc3c2=O)cc1OC | -0.86 | -0.3
COc1ccc(N2COC3c4cccc5cccc(c45)C32)cc1 (stereo not given) | 0.29 | -1.7
O=C(O)Cc1csc(NC(=O)CSc2nnnn2-c2ccc(O)cc2)n1 | -0.43 | -0.7
O=S(=O)(c1ccccc1)N1CN(c2ccc(F)cc2F)c2nc3ccccc3nc21 | nt | -1.1
CC(NC(=O)C1CCN(C(=O)[C@@H]2Cc3ccccc3CN2)CC1)c1ccccc1 (stereo not given in full) | 0.4 | 1.0
O=C1Nc2ccccc2N=C(c2ccccc2)c2ccccc21 | -0.15 | -0.3
O=S(=O)(NCCN1CCOCC1)c1cccc(C(F)(F)F)c1 | 0.71 | 0.4
Cc1cccc(NC(=O)NNC(=O)c2cc3ccccc3cc2O)c1C | -0.74 | 1.1
CSc1nc2c(c(-c3ccccc3)c1C#N)CCC2 | -0.07 | -0.7
Cc1c(C(=O)N/N=C/c2c(O)ccc3ccccc23)nnn1-c1nonc1N | -1.8 | -1.4
O=c1[nH]cnc2[nH]ncc12 | -0.71 | -1.6
O=C(Oc1cc(=O)oc2c1c(=O)n1c3c(cccc23)CC1)c1ccccc1 | 1.2 | 0.0
Cc1cccc(Cc2nnc(CCC(=O)NCc3cnc4ccccn34)o2)c1 | -0.31 | -1.1
COc1ccc(CCNC(=O)CSc2nnc(CNC(=O)c3cc(OC)c(OC)c(OC)c3)o2)cc1OC | 0.59 | -1.4
Cc1oc2ccc(O)cc2c1C(=O)c1ccc(Br)cc1 | -0.19 | -0.3
CCO[C@H]1OC(C(=O)NCc2ccccc2)=C[C@@H](c2ccccc2)[C@@H]1CCCO | 1.3 | -0.9
COc1ccc(-c2c(-c3cc(OC)cc(OC)c3)n(C)c3ccc(-c4ccc(N(C)C)nc4)cc23)cc1 | nt | -1.7
CCOC(=O)c1c(NC(=O)CSc2nc(C)cc(C)c2C#N)sc(C(C)=O)c1C | -2.2 | -0.7

Rewritten with tabs: part of the list above.
SMILES	Kir21 block	STK33 kinase inh
Cc1c(C(=O)N/N=C/c2c(O)ccc3ccccc23)nnn1-c1nonc1N	-1.8	-1.4
CSc1nc2c(c(-c3ccccc3)c1C#N)CCC2	-0.07	-0.7
CCOC(=O)c1c(NC(=O)CSc2nc(C)cc(C)c2C#N)sc(C(C)=O)c1C	-2.2	-0.7
O=C(Oc1cc(=O)oc2c1c(=O)n1c3c(cccc23)CC1)c1ccccc1	1.2	0.0
COc1ccc(CCNC(=O)CSc2nnc(CNC(=O)c3cc(OC)c(OC)c(OC)c3)o2)cc1OC	0.59	-1.4

Other structures follow:
SMILES | Kir21 block | STK33 kinase inh
Cc1ccc(-c2csc3ncn(CC(=O)NCC(c4ccco4)N4CCCC4)c(=O)c23)cc1 (stereo not given) | nt | -0.5
Cn1ncc(N=Cc2ccccc2)c1C(N)=O | 0 | 0.0
O=C(NNC(=O)C12CC3CC(CC(C3)C1)C2)c1cccc([N+](=O)[O-])c1 | 0 | -0.9
O=C(NCc1ccccn1)C1CCC(=O)N1C1CCCCC1 (stereo not given) | -0.7 | 0.0
Cc1cc(/C=N/NC(=O)CC#N)c(C)n1-c1ccc([N+](=O)[O-])cc1 | 0.01 | -0.1
Cc1c(C(=O)NCCSCc2c(Cl)cccc2Cl)cccc1[N+](=O)[O-] | -2.2 | -1.1
COc1ccc(C(CC(=O)Nc2nccs2)n2cccc2)cc1 (stereo not given) | 0.18 | -0.3
O=C(O)C1CC=C(Cl)CC1C(=O)NCc1ccccc1 (stereo not given) | 0.02 | 0.0
CCCN1CCC(=O)N([C@H](CSc2ccccc2)c2ccccc2)CC1 | -2 | -1.0
